APOBEC3G inh = APOBEC3G (human) deaminase inhibition. recombinant A3G, ssDNA deamination FAM/TAMRA fluorescence. 0.28% of 330,000 active. inhibition, % at 20 µM;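 active = inhibition of at least 40% at 20 µM, with no more than 30% in the related APOBEC3A deaminase screen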;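 note: plate controls were DMSO wells with A3G for no effect and wells lacking A3G enzyme for full effect; some compounds called inactive have numbers as strong as hits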
Target sequence (Q9HC16 whole entry, looked up): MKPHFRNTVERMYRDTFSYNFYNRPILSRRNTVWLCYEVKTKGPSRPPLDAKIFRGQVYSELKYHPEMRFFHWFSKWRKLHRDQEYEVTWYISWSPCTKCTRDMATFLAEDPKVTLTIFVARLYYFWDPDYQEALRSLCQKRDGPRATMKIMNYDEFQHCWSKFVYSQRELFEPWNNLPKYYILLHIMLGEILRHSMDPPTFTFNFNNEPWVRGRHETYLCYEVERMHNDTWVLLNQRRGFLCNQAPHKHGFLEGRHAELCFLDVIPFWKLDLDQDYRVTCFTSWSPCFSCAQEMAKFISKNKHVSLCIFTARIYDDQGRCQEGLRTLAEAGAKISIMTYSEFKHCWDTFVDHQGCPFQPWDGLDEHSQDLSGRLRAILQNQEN
A3A deaminase = human APOBEC3A DNA deaminase inhibition; 0.41% of 330,000 active; recombinant A3A, FAM/TAMRA ssDNA deamination fluorescence; P31941; inhibition, % at 20 µM;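 active = at least 40% inhibition at 20 µM here, with at most 30% in a related deaminase screen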;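 note: plate controls were A3A with DMSO for no effect and wells lacking A3A enzyme for full effect; some results filed as inactive read as strong as hits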
NLRP3 yeast inh = inhibitors of NALP3 inflammasome in yeast; Yeast reconstituted NLRP3/ASC/caspase-1, beta-gal luminescence, 24 h; inhibition, % at 10 µM; 0.39% of 330,000 active; AID 2825;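 active = inhibition of 50% or more; inactive = inhibition below 50%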;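 note: plate controls were induced DMSO wells for no effect and uninduced yeast grown without galactose for full effect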
tim10-1 inh = tim10-1 yeast growth inhibition; inhibition, % at 20 µM; 2.2% of 330,000 active; S. cerevisiae tim10-1 ts strain growth, BacTiter-Glo, 24 h;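 active = inhibition of at least 40%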;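 note: mutant grown at 25 °C; 0% = DMSO wells with yeast and 100% = wells holding no yeast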
mIAP inh = mouse IAP inhibition; 0.2% of 330,000 active; purified mouse IAP, CDP-Star luminescence, 30 min; inhibition, % at 10 µM; AID 2806;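 active = inhibition of at least 40% at 10 µM in the primary screen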;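 note: plate controls were DMSO with enzyme for no effect and no enzyme wells for full effect; values of inactives mirror those of a sister screen read the other way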
beta cell repl = inducers of beta-cell replication in MIN6 cells; MIN6 cells proliferation, ATPlite luminescence, 48 h; cells starved in 0.2% serum; 100% = growth in 10% serum; proliferation, % at 10 µM; 0.29% of 330,000 active; AID 2380;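 active = compounds whose signal lies at least 3.5 SD above the mean of all wells on their plate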;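 note: 0% = DMSO-treated cells in low-serum medium and 100% = 10% serum control; some compounds called inactive have numbers as strong as hits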
hIAP block = blocks human intestinal alkaline phosphatase; purified IAP, CDP-Star luminescence, 30 min; inhibition, % at 10 µM; 0.12% of 330,000 active; AID 2544;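 active = inhibition reaching a set limit with compound at 10 µM in the primary screen, cut at about 35% in these data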;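 note: plate controls were DMSO wells with enzyme for no effect and no-enzyme buffer wells for full effect; values of inactives mirror those of a sister screen read the other way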
Target sequence (P09923 whole entry, looked up): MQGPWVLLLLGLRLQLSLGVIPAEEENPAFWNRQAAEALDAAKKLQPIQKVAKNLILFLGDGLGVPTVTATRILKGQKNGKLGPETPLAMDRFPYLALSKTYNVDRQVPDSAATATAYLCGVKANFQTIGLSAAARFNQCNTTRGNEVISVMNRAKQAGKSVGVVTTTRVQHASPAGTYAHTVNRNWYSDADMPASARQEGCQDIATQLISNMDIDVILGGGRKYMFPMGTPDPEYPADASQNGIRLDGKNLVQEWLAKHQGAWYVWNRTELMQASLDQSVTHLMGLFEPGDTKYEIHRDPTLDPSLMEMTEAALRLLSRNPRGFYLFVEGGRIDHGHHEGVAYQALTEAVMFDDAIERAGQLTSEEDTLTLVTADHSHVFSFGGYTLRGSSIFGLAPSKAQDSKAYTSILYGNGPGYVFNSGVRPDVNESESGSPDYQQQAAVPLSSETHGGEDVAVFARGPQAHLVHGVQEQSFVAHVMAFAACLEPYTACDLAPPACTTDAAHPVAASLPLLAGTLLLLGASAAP
mIAP activ = increases mouse intestinal alkaline phosphatase activity | muIAP, CDP-Star luminescence, 30 min; stronger effect = higher value; 1 = vehicle-only enzyme signal, 0 = enzyme-free wells | activation factor at 10 µM | 0.24% of 330,000 active;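 active = activation factor of at least 2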; note: the source names both 10 and 20 µM as test concentration; values of inactives mirror those of a sister screen read the other way
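System: mouse IAP enzyme. Reagent: CDP-Star chemiluminescent phosphatase substrate. Benchmarks: DMSO wells, no-enzyme wells. Times: 30 min enzyme-substrate-compound incubation at room temperature. Detection: luminescence from enzymatic CDP-Star hydrolysis. Doses: test compounds delivered from DMSO solution.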
TIM10 inh = inhibits growth of TIM10 yeast strain. S. cerevisiae TIM10 strain growth, BacTiter-Glo luminescence, 24 h. inhibition, % at 10 µM. 1.4% of 330,000 active. AID 463195;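 active = inhibition of 40% or more at the single tested concentration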;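 note: wild-type TIM10 isogenic control strain grown at permissive 25 °C; 0% = DMSO yeast wells and 100% = minimal medium wells without yeast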
Starred values were filed as active, the others as inactive; & = joins results of further samples; ! = repeats disagree. Random draw from the library; about 4.6% have a hit in one of these screens.

SMILES | APOBEC3G inh | A3A deaminase | NLRP3 yeast inh | tim10-1 inh | mIAP inh | beta cell repl | hIAP block | mIAP activ | TIM10 inh
CCC(C)NC(=O)Cn1c(=O)n(CCCCC(=O)NCc2ccco2)c(=O)c2ccccc21 (stereo not given) | -3 | -2 | 9 | -2 | 2 | -3 | -32 | 0.98 | 3
Cc1cc(=O)[nH]c(N/N=C/c2cccc([N+](=O)[O-])c2)n1 | -1 | -1 | -8 | 3 | 1 | 2 | 0 | 0.99 | -1
CCN(CC)c1ccc(/C=C2/C(=O)ON=C2C)cc1 | -7 | -3 | 11 | 32 | 20 | -4 | 7 | 0.8 | 17
CCOc1ccc(C2(C)NC(=O)N(CCN(C)C)C2=O)cc1 (stereo not given) | -8 | -4 | 7 | 11 | 4 | -1 | 19 | 0.96 | -2
COc1ccc(Cl)cc1NC(=O)c1cc(-c2ccco2)on1 | -10 | -2 | 12 | -20 | 5 | 0 | 3 | 0.95 | -34
COc1ccc(CCN2CC(C(=O)NC3CCCCC3)CC2=O)cc1OC (stereo not given) | 1 | 19 | 0 | 6 | -9 | 6 | -3 | 1.1 | 8
COc1cc2c(C#N)c(N3CCCC3)nc(N)c2c(N)n1 | -13&-4 | -3&-4 | 2&-13 | 43*! | 7&6 | -1&-3 | 7&-7 | 0.93&0.94 | 27&17
Cc1cc(C)n2nc(SCc3cc(=O)oc4ccc5ccccc5c34)nc2n1 | -3 | 2 | 9 | 17 | 13 | 0 | 13 | 0.87 | 25
CCc1nn(C(CC)C(=O)NCCc2ccc(OC)cc2OC)c(=O)c2cc3occc3n12 (stereo not given) | -8 | -5 | 2 | 22 | -7 | 10 | -21 | 1.1 | 4
Cc1onc(-c2c(F)cccc2Cl)c1C(=O)N1C=CC(C(F)(F)F)=NCC1 | -7 | -6 | 30 | 13 | 6 | 0 | 1 | 0.94 | 6
C/C(CCC1CC(C)(C)OC1=O)=N\NC(N)=S (stereo not given) | 10 | 4 | 14 | -5 | 5 | -1 | -6 | 0.95 | -10
CCONC(=NC)c1nonc1N | -4 | 0 | 3 | 1 | 7 | -4 | 1 | 0.93 | -3
CCOC(=O)C1CCCN(CCC(=O)Nc2ccc(Br)cc2)C1 (stereo not given) | 23 | -5 | 13 | 20 | -4 | -4 | 16 | 1 | 5
CCOCCCn1c(=N)c(C(=O)NCc2ccc3c(c2)OCO3)cc2c(=O)n3ccccc3nc21 | -1 | 6 | 5 | 11 | 11 | -3 | 13 | 0.89 | 3
Cc1ccccc1N=C1NC(=O)CC(c2ccccc2)S1 (stereo not given) | -4 | -2 | 0 | 29 | -9 | -4 | -15 | 1.1 | 17
Cc1cccc(-c2csc(NC(=O)c3cnccn3)c2C(=O)OC(C)C)c1 | -1 | -1 | -4 | 15 | 18 | -2 | -10 | 0.82 | 10
COc1ccc(CC(=O)Nc2ccc3c(c2)CCC3)cc1OC | 6 | 4 | 4 | 5 | -1 | -2 | 6 | 1 | -27
O=C(CCCCCn1c(=O)[nH]c2ccsc2c1=O)NCc1ccc2c(c1)OCO2 | -2 | -3 | -7 | 9 | 2 | 1 | 11 | 0.98 | 0
CC(C)NCCOCCOc1ccccc1F | -5 | 0 | 0 | -5 | -5 | 0 | -12 | 1.1 | -9
N#Cc1c(N)c(C#N)c(-c2ccc3c(c2)OCO3)c2c1CCCC2 | -1 | 0 | -12 | 15 | 11 | 2 | 14 | 0.89 | 20
CC1C(C#N)=C(SCC(N)=O)NC2=C1C(=O)CC(C)(C)C2 (stereo not given) | -2 | 3 | -5 | -2 | 3 | -3 | -19 | 0.97 | -5
CC(=O)Nc1ccc(NC(=O)c2cc(-c3cc(C)cc(C)c3O)n[nH]2)cc1 | -5 | -5 | 16 | 18 | -7 | -1 | -63 | 1.1 | -10
CC1(C)Oc2cc3oc(=O)ccc3cc2C[C@@H]1O | -6 | -3 | -13 | -3 | 7 | -1 | 0 | 0.93 | -6
CC(C)NC(=O)CC1OC(=O)c2ccccc21 (stereo not given) | -3 | -2 | 7 | 0 | 13 | 1 | -7 | 0.87 | 2

One compound at a time, as listed above.
Record of O=C(CCCCCn1c(=O)[nH]c2ccsc2c1=O)NCc1ccc2c(c1)OCO2 = APOBEC3G inh: -2; A3A deaminase: -3; NLRP3 yeast inh: -7; tim10-1 inh: 9; mIAP inh: 2; beta cell repl: 1; hIAP block: 11; mIAP activ: 0.98; TIM10 inh: 0
Record of CC(=O)Nc1ccc(NC(=O)c2cc(-c3cc(C)cc(C)c3O)n[nH]2)cc1 = APOBEC3G inh: -5; A3A deaminase: -5; NLRP3 yeast inh: 16; tim10-1 inh: 18; mIAP inh: -7; beta cell repl: -1; hIAP block: -63; mIAP activ: 1.1; TIM10 inh: -10

Continuation:
SMILES | APOBEC3G inh | A3A deaminase | NLRP3 yeast inh | tim10-1 inh | mIAP inh | beta cell repl | hIAP block | mIAP activ | TIM10 inh
Cn1cccc1C(=O)NCC(c1ccco1)N1CCCCC1 (stereo not given) | -5 | -3 | 0 | -3 | 0 | 1 | -20 | 1 | 0
CN1C(c2ccccc2)CC(=NO)CC1c1ccccc1 (stereo not given) | -9 | 0 | 17 | 7 | 4 | -5 | -16 | 0.96 | -19
O=C(CN1C(=O)NC(c2ccccc2)(c2ccccc2)C1=O)N1CCCCC1 | -6 | -5 | 3 | 6 | -3 | -1 | -14 | 1 | 5
CCOC(=O)Cc1csc(NC(=O)c2sc3nc4ccc(C)cc4cc3c2N)n1 | -5 | -3 | 13 | 16 | 23 | -4 | -5 | 0.77 | 15
Cc1ccc2cc(C#N)c(N3CCCN(C(=S)NCCCN(C)C)CC3)nc2c1 | -4 | 0 | 23 | 4 | -1 | -4 | -32 | 1 | -2
COc1ccc(S(=O)(=O)N(C)C[C@H]2Oc3c(NC(=O)NC4CCCCC4)cccc3C(=O)N([C@H](C)CO)C[C@@H]2C)cc1 | -2 | 0 | 7 | 8 | -5 | 0 | -7 | 1.1 | 8
C=CCNc1oc(/C=C/c2ccccc2)nc1C#N | 0 | 3 | 23 | 17 | -18 | -1 | 3 | 1.2 | 17
COC(=O)CSc1nc2nc(C)cc(C)n2n1 | 13 | 5 | 11 | 12 | -12 | 1 | -6 | 1.1 | 10
O=C(Cn1nc(-c2cccc(Cl)c2)ccc1=O)Nc1ccccc1Br | -2 | 0 | 19 | 11 | 12 | -4 | 4 | 0.88 | -6
CC(=O)NC12CC3CC(C1)CC(C(=O)N1CCN(S(=O)(=O)c4ccc(C(C)C)cc4)CC1)(C3)C2 | -7 | -2 | 18 | 6 | 2 | -3 | 6 | 0.98 | 13
C/C(CCN1CCc2nc(-c3ccccc3)c(-c3ccccc3)cc2C1)=N\O[C@@H](C)c1cn([C@H](CO)Cc2ccccc2)nn1 | -9 | -1 | 6 | 6 | -2 | -8 | 9 | 1 | 5
c1ccc2c(c1)nnn2-c1ncnc2sc3c(c12)CCCC3 | -3 | -1 | 12 | 27 | 5 | 0 | 28 | 0.95 | 0

A section from further up:
SMILES | APOBEC3G inh | A3A deaminase | NLRP3 yeast inh | tim10-1 inh | mIAP inh | beta cell repl | hIAP block | mIAP activ | TIM10 inh
CN1C(c2ccccc2)CC(=NO)CC1c1ccccc1 (stereo not given) | -9 | 0 | 17 | 7 | 4 | -5 | -16 | 0.96 | -19
O=C(CN1C(=O)NC(c2ccccc2)(c2ccccc2)C1=O)N1CCCCC1 | -6 | -5 | 3 | 6 | -3 | -1 | -14 | 1 | 5

Carrying on.
SMILES | APOBEC3G inh | A3A deaminase | NLRP3 yeast inh | tim10-1 inh | mIAP inh | beta cell repl | hIAP block | mIAP activ | TIM10 inh
CC(C)(C)c1ccc(OCCCNCc2ccccc2)cc1 | -4 | 0 | 47 | -78 | 4 | -3 | -4 | 0.96 | 1
COc1ccc(CNC(=O)c2ccc(C)o2)cc1 | -1 | -3 | 16 | 14 | 1 | -4 | 4 | 0.99 | 0
CC(C)(C)NC(=O)NC(=O)CSc1ncn[nH]1 | -4 | 0 | 20 | -13 | 5 | -2 | 11 | 0.95 | 5
COc1ccc(Cn2c(=O)[nH]c3cc(C(=O)N4CCN(c5ccccc5)CC4)ccc3c2=O)cc1 | -12 | -8 | 12 | 8 | 19 | -1 | 22 | 0.81 | 5
C=CCOC(=O)/C(=C\c1ccccc1)NC(=O)c1ccc(C)cc1 | -4 | -1 | -17 | 40* | 6 | -3 | -1 | 0.94 | 25
Cc1cc(C(C)c2ccccc2)c(O)c(CN2CCOCC2)c1C (stereo not given) | 0 | 3 | -13 | 31 | 8 | -4 | 12 | 0.92 | 24
CC(C)(C)NC(=O)COC(=O)c1cc(S(=O)(=O)N2CCCCC2)ccc1N1CCOCC1 | -3 | 0 | 13 | 16 | -7 | 2 | 10 | 1.1 | 7
Cc1cc(C)nc(SCC(=O)n2c3c(c4ccccc42)CCCC3)n1 | -2 | -1 | 1 | 19 | 1 | 0 | 1 | 0.99 | 8
O/C(=C\c1ccc2ccccc2n1)c1ccc(O)cc1O | -15 | -1 | 26 | 6 | 8 | -5 | -5 | 0.92 | 30
O=c1c(-c2nn[nH]n2)coc2ccc(Cl)cc12 | -4 | -6 | -1 | 15 | 12 | -5 | -10 | 0.88 | -3
O=C(CN1CCN(C(=O)C2CCCO2)CC1)Nc1ccc(Br)cc1 (stereo not given) | 0 | 10 | 15 | -17 | -2 | 0 | -11 | 1 | 9
Cc1ccc(-c2cc(=O)[nH]c(NCc3ccccc3)n2)cc1 | -4 | -1 | 23 | 12 | 3 | -2 | -26 | 0.97 | 23
Cc1ccc(C(=O)N2CCN(c3ccc(NC(=O)c4cccnc4Cl)cc3)CC2)cc1 | -2 | -4 | 13 | 23 | 5 | 0 | 0 | 0.95 | -9
COc1ccc2ccccc2c1/C=N/NC(=S)NCCN1CCOCC1 | -12 | 2 | 2 | 23 | 0 | 2 | -8 | 1 | 21

Molecules from the list above that contain fluorine (2):
SMILES | APOBEC3G inh | A3A deaminase | NLRP3 yeast inh | tim10-1 inh | mIAP inh | beta cell repl | hIAP block | mIAP activ | TIM10 inh
Cc1onc(-c2c(F)cccc2Cl)c1C(=O)N1C=CC(C(F)(F)F)=NCC1 | -7 | -6 | 30 | 13 | 6 | 0 | 1 | 0.94 | 6
CC(C)NCCOCCOc1ccccc1F | -5 | 0 | 0 | -5 | -5 | 0 | -12 | 1.1 | -9

Assay outcomes from PubChem BioAssay.
